High-throughput results as filed in PubChem.
XiGFP reactiv = reactivates the inactive X chromosome in mouse fibroblasts | XiGFP mouse fibroblasts, % GFP-positive cells imaging, 3 d; cells co-treated with 5-aza-dC sensitizer; scaled so ellipticine positive control = 100% | activation, % at 7.58 µM | 0.055% of 360,000 active | AID 743238;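 active = mean normalized replicate activation at least 10% and every replicate at or above 10%; inconclusive = only one of the two criteria met; inactive = mean below 10% and not all replicates reach 10%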;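 also: 0% = median of on-plate neutral control wells and 100% = ellipticine 6 µM median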
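System: SV40-immortalized XiGFP fibroblast cells, line 68-5-11 / Incubation: 3-day compound exposure, then 15 min fixation at room temperature / Compound: single concentration per compound, delivered by pin transfer / Buffer or medium: DMEM plus 5-aza-dC sensitizer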
DENV2 CPE = protects cells from dengue virus 2 cytopathic effect; DENV2-infected cells, cytopathic effect rescue, plate reader; CPE inhibition, % at 9.99 µM; 1.7% of 350,000 active; AID 651640; in the data active = CPE inhibition above about 20%, passing the limit was not always enough; inconclusive = no clear call, values can overlap the other calls; tested in BHK-21 cells;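 also: 0% = median of neutral control wells and 100% = median of positive control wells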
CFTR F508del cor = CFTR F508del correction in bronchial cells; CFBE cells, YFP halide quenching; stimulated with forskolin plus potentiator P3; % fluorescence drop versus neutral controls; activity (quench increase), % at 7.58 µM; 0.36% of 350,000 active; AID 720511;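 active = mean added fluorescence quench of at least 8% versus neutral control, with both replicates also reaching 8%; inconclusive = only one of the mean or replicate conditions met; inactive = mean below 8% and not both replicates reaching 8%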;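 also: cells transiently co-express mutant CFTR-F508del with the halide-sensitive YFP; corrector assay measuring rescue of mutant channel to the surface after 24 h compound exposure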
ERp5 block = blocks human ERp5 reductase activity on insulin; 0.05% of 350,000 active; Q15084; ERp5 insulin aggregation, absorbance 650 nm, 90 min; inhibition, % at 9.99 µM;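 active = mean replicate inhibition above about 25%, with every replicate also reaching it, limit read from the data, passing the limit was not always enough; inconclusive = only one of those two criteria met; inactive = neither criterion met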
Target sequence (Q15084 whole entry, looked up): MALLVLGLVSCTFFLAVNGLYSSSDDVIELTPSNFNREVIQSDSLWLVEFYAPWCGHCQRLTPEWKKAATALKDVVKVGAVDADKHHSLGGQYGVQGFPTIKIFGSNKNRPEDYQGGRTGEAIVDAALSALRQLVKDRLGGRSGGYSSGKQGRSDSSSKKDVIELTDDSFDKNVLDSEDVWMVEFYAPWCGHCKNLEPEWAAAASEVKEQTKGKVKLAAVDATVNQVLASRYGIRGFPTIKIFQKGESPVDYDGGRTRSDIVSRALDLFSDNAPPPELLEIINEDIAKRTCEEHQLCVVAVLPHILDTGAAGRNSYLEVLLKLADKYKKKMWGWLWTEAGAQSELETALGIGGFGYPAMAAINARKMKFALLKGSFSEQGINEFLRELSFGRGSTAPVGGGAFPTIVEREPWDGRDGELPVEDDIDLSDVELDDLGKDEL
GSIS activator = primary screen for activators of insulin secretion dependent on glucose, INS-1E cells, GLuc reporter luminescence | INS-1E GLuc reporter insulin secretion, 2-3 h | activation, % at 16.6 µM | 0.61% of 370,000 active;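 active = lowest replicate activation of at least 40%, so every replicate reaches that level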;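 also: 0% = median of neutral control wells and 100% = median of IBMX positive control wells; some compounds called inactive have numbers as strong as hits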
ARNT-TACC3 inh = disruptors of human ARNT/TACC3 interaction; AlphaScreen His-ARNT PAS-B/GST-TACC3 binding, luminescence; TACC3 fragment carries E629A point mutation; AID 623870; inhibition, % at 9.99 µM; 0.66% of 390,000 active; Q9Y6A5;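 active = mean inhibition of replicates at least 50% and at least half of replicates each reaching 50%; inconclusive = half or more replicates reach 50% but mean below 50%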;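 also: 0% = complete ARNT plus TACC3 wells and 100% = ARNT alone without TACC3; many hits fall short of the cut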
EWS-Fli inh = blocks EWS/Fli oncoprotein-driven transcription. AID 651661. inhibition, % at 12.6 µM. A673 NR0B1-luciferase reporter, viability-normalised. 0.67% of 350,000 active;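 active = mean inhibition of at least 50% after viability correction, with every replicate also passing that limit; inconclusive = mean reaches 50% but only one of two replicates passes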;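 also: firefly luciferase signal divided by Alamar Blue viability fluorescence both relative to DMSO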
PAX8 inh HTS = inhibitors of PAX8 transcriptional activity in RMG-I cells. RMG-I TPO-luciferase reporter, SteadyGlo, 24 h. inhibition, % at 12.6 µM. 1.2% of 360,000 active;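 active = mean replicate inhibition at least 60% with every replicate also reaching 60%; inconclusive = only one of the two criteria is met; inactive = mean below 60% and not all replicates reaching 60%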;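 also: luciferase light reporting Pax8 driven TPO promoter activity; plate controls were median of neutral control wells for no effect and mitoxantrone controls for full effect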
An asterisk follows results filed as active; ? = inconclusive; nt = no result given; & = joins results of further samples.

SMILES	XiGFP reactiv	DENV2 CPE	CFTR F508del cor	ERp5 block	GSIS activator	ARNT-TACC3 inh	EWS-Fli inh	PAX8 inh HTS
CCS(=O)(=O)N1CCCCN2[C@H](CO)[C@H](c3ccc(-c4ccccc4)cc3)[C@@H]2C1	0.1	-3	0.2	3	-4	-1	2	11
CO[C@H]1CN(C)C(=O)c2ccc(NC(=O)c3ccc4c(c3)OCO4)cc2OC[C@H](C)N(CCC(F)(F)F)C[C@@H]1C	-0.4&-0.5	0	-1.0	4	-21&-1	-2	-1	nt
CC(C)N(C(=O)[C@H]1C[C@H](CC(=O)NCCc2ccccn2)C(=O)N2CCc3c([nH]c4cc(-c5ccco5)ccc34)[C@]12C)C(C)C	0.1	3	0.7	2	-7	4	5	9
O=C(O)c1cccc(NC(=S)NC(=O)c2ccncc2)c1	0.0	5	-1.1	0	-2	-10	1	3
C[C@H](CO)N1C[C@H](C)[C@H](CN(C)S(=O)(=O)c2ccc(Oc3ccccc3)cc2)OCc2cnnn2CCCC1=O	0.1	-7	-1.5&0.0	0	-9	nt	-1&-8	17&7
Cc1cccc(C)c1NC(=O)CNC(=O)C1CCCC1	0.0	1	0.5	24	9	-2	-4	-1
Cc1ccc(S(=O)(=O)N2CCCCC2)cc1NC(=O)COC(=O)Cc1cccc(C(F)(F)F)c1	0.1	nt	nt	nt	-32	-8	nt	8
Cc1ccc(C(=O)OCC(=O)NCCC2=CCCCC2)cc1N	0.2	5	4.3	-5	-10	-2	-1	10
CN(NC(=O)c1c(Cl)cccc1Cl)c1cccc(Cl)n1	0.1	-3	4.3	0	2	0	6	0
COc1ccc(C#Cc2ccc([C@@H]3[C@H]4CN(S(=O)(=O)c5cn(C)cn5)CCCCN4[C@H]3CO)cc2)cc1	0.1	nt	4.4	nt	19	9	0	13
COc1cccc(CNC(=O)CC2Sc3ccccc3NC2=O)c1 (configuration not stated)	-0.1	1	-0.8	-1	3	-4	-11	-35
CN1CCC(N(C)S(=O)(=O)c2ccc(F)cc2F)CC1	0.0	-5	0.3	0	15	3	3	5
COc1cc2c(c3c1c(=O)c1cccc(F)c1n3C)C=CC(C)(C)O2	-0.1	1	0.8	6	nt	nt	2	-28
COC(=O)CSc1nnc(CNC(=O)c2ccc(OC)c(OC)c2)n1C	0.4	8	-0.6	1	10	-2	1	2
CN(C)CCNC(=O)c1cccc(-c2cccc3nncn23)c1	0.0	-1	-3.5	2	16	nt	-10	5
O=c1c2c(-c3ccccc3)csc2nc2c3ccccc3c(NCCN3CCOCC3)nn12	-0.2	11	0.4	3	-7	74*	0	20
S=C(NCCCc1cnc[nH]1)NCCCN(Cc1ccc(Cl)cc1)c1ccc(Br)cn1	-0.1	1	-2.9	-1	26	nt	-9	7
C[C@H](CO)N1C[C@H](C)[C@@H](CN(C)S(C)(=O)=O)Oc2ccc(NC(=O)CCN3CCOCC3)cc2C1=O	0.0&-0.2	-4&5	-0.7&-1.8	3&6	18&-3	18&1	-9&-1	-1&-3
N=c1n(CCCOc2ccc(Br)cc2)c2ccccc2n1CC(N)=O	-0.1	-2	0.5	7	-5	2	13	15
[O-][n+]1cccc2cccc(O)c21	-0.1	12	0.8	-5	9	53*	-15	34
Cc1ccc(CNC(=O)c2ccc3c(c2)NC(=O)CS3)cc1	0.1	-1	-1.5	-4	9	-20	-10	-8
CCC(=NCCN1CCNCC1)C1=C(O)CC(C)(C)CC1=O	nt	11	-2.6	-3	5	7	7	nt
COc1ccccc1/C=C/C=N/NC(=O)CCn1nnc2ccccc21	0.0	nt	1.2	-3	-2	6	3	-15
Cc1ccc(C(=O)NCCNC(=O)c2cccnc2)cc1	0.0	-4	3.0	2	13	-2	-7	-11
CCC(C)(O)c1[nH]c2ccc(C(F)(F)F)cc2c1C (configuration not stated)	0.1	-8	-2.2	5	nt	0	-40	5
Cc1n[nH]c(=O)c2c(NC(=O)CSc3nnnn3-c3ccccc3)oc(C)c12	0.0	?	-0.1	-5	5	7	-1	8
CCc1ccc(-c2cc(C)no2)cc1S(=O)(=O)NCc1ccccc1OC	0.1	-1	0.2	-7	-24	12	-5	8
C/C(=N\NC(=O)c1c(C)nc2ccccn12)c1ccc(O)cc1O	0.2	3	4.3	-1	8	1	8	42
Cc1ccc(S(=O)(=O)N(C)C[C@H]2Oc3ccc(NC(=O)CCN4CCOCC4)cc3C(=O)N([C@@H](C)CO)C[C@@H]2C)cc1	0.2	-12	0.8	2	5	2	15	10
N#C[C@H]1[C@@H](c2ccc(C#CC3CCCCC3)cc2)[C@@H](CO)N1C(=O)c1cccc(F)c1	-0.1	14	2.2	4	-4	-9	-2	14
COc1ccccc1NC(=O)N[C@H]1CC[C@H](CCn2cc(-c3ccccc3)nn2)O[C@H]1CO	-0.1	4	0.3	-2	3	-5	0	19
N#Cc1nc2ccccc2n1OCc1ccccc1	0.0	5	nt	-2	nt	nt	-9	-13
CC(=O)Nc1ccc(N(C)S(C)(=O)=O)cc1	nt	nt	nt	-3	2	-2	nt	-23
Cc1cccc(-c2ocnc2C(=O)N2CCN(C(=O)c3cccs3)CC2)c1	0.0	-4	0.0	-2	-9	1	-2	31
CCNC(=O)C(=O)NCC1OCCCN1S(=O)(=O)c1cccs1 (configuration not stated)	-0.1	nt	nt	nt	2	-7	nt	0
COc1ccc(C(=O)Nc2c(-c3cccs3)c(=O)c3ccccc3n2C)cc1	0.4	3	3.6	4	-6	-5	-5	12
O=C(NCCc1ccc(F)cc1)Nc1ccc2c(c1)OCO2	0.0	0	0.9	4	-1	nt	-75	-120
C/C=C/c1ccc([C@H]2[C@@H](CO)N(S(C)(=O)=O)[C@H]2CN(CC)C(C)=O)cc1	0.0	0	1.8	-2	18	nt	-1	nt
CCC(=O)N(C)C[C@@H]1Oc2cc(-c3cccc(OC)c3)ccc2S(=O)(=O)N([C@H](C)CO)C[C@H]1C	-1.1	3	2.7	-2	-8	-10	0	nt
COc1cccc(OC)c1C(=O)NC(=S)NNC(=O)[C@H]1C[C@@H]1c1ccccc1	0.3	5	-1.9	-3	-9	3	-5	10

2 of the compounds above, with bars between the fields:
compound | XiGFP reactiv | DENV2 CPE | CFTR F508del cor | ERp5 block | GSIS activator | ARNT-TACC3 inh | EWS-Fli inh | PAX8 inh HTS
O=C(NCCc1ccc(F)cc1)Nc1ccc2c(c1)OCO2 | 0.0 | 0 | 0.9 | 4 | -1 | nt | -75 | -120
C/C=C/c1ccc([C@H]2[C@@H](CO)N(S(C)(=O)=O)[C@H]2CN(CC)C(C)=O)cc1 | 0.0 | 0 | 1.8 | -2 | 18 | nt | -1 | nt

(further entries)
SMILES	XiGFP reactiv	DENV2 CPE	CFTR F508del cor	ERp5 block	GSIS activator	ARNT-TACC3 inh	EWS-Fli inh	PAX8 inh HTS
CCCN(C)C[C@H]1OCCCC[C@H](C)Oc2ccc(NC(=O)CCC(F)(F)F)cc2C(=O)N([C@H](C)CO)C[C@@H]1C	0.1	-5	0.9	2	-5	-9	-3	1
COc1cc(CNc2ccc(N3CCOCC3)cc2)ccc1OCC(=O)NC(C)(C)C	0.0	11	0.4	1	7	9	15	-4
CCNC(=O)c1cc2c(c(-c3cccc(-c4cccnc4)c3)n1)[C@@H](CCO)N(S(C)(=O)=O)C2	0.4	7	-1.1	5	9	nt	12	-21
CCOc1ccc(OCCSc2nc3ccccc3n2CC(=O)O)cc1	0.0	5	-0.4	-2	-17	-3	7	-5
Cc1ccc(S(=O)(=O)N2CCOCC2)cc1NC(=O)C1CC(=O)N(c2ccc3c(c2)OCCO3)C1 (configuration not stated)	-0.1	13	1.4	-1	-2	-2	4	22
CCc1ccccc1NC(=O)C1CCCN1C(=O)Nc1ccc(C)cc1 (configuration not stated)	0.1	11	0.8	0	11	0	-8	14
Cc1ccc(C2=NN(C(=O)CCC(=O)O)C(c3cccs3)C2)cc1 (configuration not stated)	0.0	5	-0.1	-7	5	0	0	11
COc1ccc(Cc2nnc(-c3ccc(F)cc3)o2)cc1OC	0.1	-3	3.3	7	36	-16	-5	-5
c1ccc2c(c1)CCc1c-2nc2ccccc2c1N1CCOCC1	0.1	-2	0.8	0	25	-6	13	-1
C=Cc1ccc(Cn2c(C)c(C(=O)NCc3ccc(Cl)c(Cl)c3)sc2=O)cc1	0.2	-2	4.8	2	-18	nt	-2	19
C[C@@H]1CN([C@@H](C)CO)C(=O)Cc2cc(NC(=O)CCCN(C)C)ccc2O[C@H]1CN(C)Cc1ccncc1	0.1	nt	-0.7	-1	14	nt	4	-22
CCOC(=O)C1=C(C)NC(C)=C(C(=O)OCC)C1c1ccc(C)o1	-0.1	2	0.8	3	7	-11	5	-6
COc1ccc(NC(=O)CC2C(=O)N(c3ccc(F)cc3)C(=S)N2NC(=O)c2ccccc2)cc1 (configuration not stated)	0.0	10	nt	6	-22	-16	-9	-5
COc1ccc(N2C(=NC(=O)c3ccccc3)SC3CS(=O)(=O)CC32)cc1 (configuration not stated)	0.6	9	0.6	-3	-8	-10	1	2
CC(Sc1nncn1C)C(=O)Nc1nnc(-c2ccccc2)s1 (configuration not stated)	0.2	0	0.8	-2	-12	-1	-54	-90
CCN(CC(=O)Nc1ccc(NC(C)=O)cc1)C(=O)c1cccnc1Sc1ccc(C)c(C)c1	0.1	3	2.0	0	-2	10	-17	19
COc1cc2oc(=O)ccc2cc1[C@@H](O)[C@@H]1OC(C)(C)OC1(C)C	0.0	nt	4.2	5	5	-2	-6	2
CC(C)Nc1ncnc2c1cnn2Cc1ccccc1Cl	0.0	-5	-4.8	6	-24	5	-9	-4
O=C(C[C@H]1CC[C@@H]2[C@H](COC[C@H](O)CN2C(=O)c2ccncc2)O1)NCc1ccc(-c2ccccc2)cc1	0.2	20*	2.0	-23	7	nt	0	-53
COCC#Cc1cnc2c(c1)C(=O)N([C@H](C)CO)C[C@H](C)[C@@H](CN(C)Cc1ccc3c(c1)OCO3)O2	-0.9	-10	-0.4	-9	14	-6	-5	-8
CCOC(=O)C(C)n1nc(-c2ccccc2)c2ccccc2c1=O (configuration not stated)	0.1	10	nt	1	2	1	-12	9
Nc1c2c(nc3c1CCCC3)CCCC2 (tested in a mixture with another compound)	0.0	2	-0.3	3	4	-4	8	-7
O=C(Nc1ccc([N+](=O)[O-])cc1)OCCc1ccccn1	-0.1	1	-0.4	3	7	-11	-75	-67
Cc1ccc(Oc2ccc(S(=O)(=O)Nc3ccc(C(=O)O)cc3)cc2)cc1	-0.1	-5	1.1	2	5	4	0	-10
O=C1CSC(=Nc2ccc(Cl)cc2)N1Cc1cccnc1	0.1	17	-2.0	-2	nt	-7	0	-10
CCCCCCCCN1C(=O)[C@H](CC(=O)N2CCC(c3ccccc3)CC2)C[C@@]2(C(=O)OC)CCCCC=C12	0.0	-6	2.6	-1	20	nt	-3	-12
CN1CCN(C(=O)C[C@@H]2CC[C@@H]3[C@H](COC[C@H](O)CN3Cc3cccc(F)c3)O2)CC1	0.0	-5	-2.6	0	17	-12	3	-24
[O-]/[N+](=N\Nc1ccc(Cl)cc1)c1ccccc1	0.1	5	5.4	6	-24	nt	-64	-103
COc1cc(/C=C/C(C)=NNc2ccccc2)ccc1O	0.2	?	2.7	1	12	4	7	-13
CCOCCn1c(CN2CCCCC2)nc2c1c(=O)n(C)c(=O)n2C	-0.1	-5	-2.0	3	7	1	0	nt
O=C(/C=C/c1ccco1)Nc1ccc(N2CCCC2)cc1	0.1	7	2.4	?	-11	0	-44	-166

No enrichment for hits, and some 4.2% of all compounds hit somewhere here.
